Pf Dd2 inh: blocks growth of Plasmodium falciparum Dd2 parasites | P. falciparum Dd2 growth, SYBR Green, 72 h; hits give low values | activity change, % at 10 µM | 94,000 tested, 2.3% active | AID 1159554; in the data active = activity change below about -80%
KDM4C inh: KDM4C (human) demethylase inhibition; inhibition, % at 12.5 µM; GST-KDM4C 2-372, H3K9me3 peptide, LANCE TR-FRET; 96,000 tested, 0.15% active; AID 720574;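 active = mean replicate inhibition above about 25%, with at least 55% of replicates also reaching it, limit read from the data, passing the limit was not always enough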
Target sequence (Q9H3R0 2-372 limits assumed): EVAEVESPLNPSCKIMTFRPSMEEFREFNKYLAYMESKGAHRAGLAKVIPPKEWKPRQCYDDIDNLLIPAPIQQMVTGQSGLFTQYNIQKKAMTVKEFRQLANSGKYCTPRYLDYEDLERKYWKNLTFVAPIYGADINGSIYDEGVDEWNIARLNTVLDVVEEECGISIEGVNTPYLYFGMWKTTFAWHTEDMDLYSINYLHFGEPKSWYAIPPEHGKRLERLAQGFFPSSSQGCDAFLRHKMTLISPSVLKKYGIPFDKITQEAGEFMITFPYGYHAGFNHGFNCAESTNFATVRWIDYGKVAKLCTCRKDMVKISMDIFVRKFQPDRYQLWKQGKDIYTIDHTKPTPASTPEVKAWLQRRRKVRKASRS
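Material: GST-tagged GASC-1 (JMJD2C) catalytic fragment, aa 2-372. Input: enzyme final amount 10 nM. Medium: HEPES buffer, pH 7.5, plus ascorbate. Reagent: H3K9me3 peptide substrate, Fe(II), 2-oxoglutarate. Doses: single dose. Times: reaction 30 min RT, detection step 1 h RT. Measured by: LANCE TR-FRET. Evaluation: Fall in 671/618 emission ratio as inhibition.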
C diff HTS: inhibitors of Clostridium difficile growth. Clostridium difficile clinical isolate growth, OD600, 24 h; hits give low values. growth activity, negative = inhibition, % at 16 µg/mL (by protocol). 86,000 tested, 0.25% active;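 active = mean growth activity at or below -80% and every replicate also at or below -80%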;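 also: 0% = DMSO wells and -100% = levofloxacin 16 µg/mL wells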
T cruzi growth: inhibitors of T. cruzi proliferation; T. cruzi beta-gal in NIH3T3, GalScreen luminescence, 90 h; inhibition, % at 8.34 µM; 77,000 tested, 5.9% active;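 active = mean inhibition above about 93%, with at least 55% of replicates each passing it, limit read from the data, passing the limit was not always enough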
* hit, by the source's call; . = not tested or not shown; & = joins results of further samples.

Every second line gives: Pf Dd2 inh, KDM4C inh, C diff HTS, T cruzi growth
C[C@@H]1CCCCO[C@@H](CN(C)C)[C@H](C)CN([C@@H](C)CO)C(=O)c2cc(NC(=O)Nc3cccc4ccccc34)ccc2O1
  16, 0.9, 1, 29
COCC(=O)N(C)C[C@H]1Oc2ncc(C#Cc3ccc(F)cc3)cc2C(=O)N([C@H](C)CO)C[C@@H]1C
  -1, 5.9, -9, .
CN1c2ccc(-c3ccccc3)cc2[C@H]2[C@H](CCN2C(=O)CC2CC2)[C@H]1CO
  -11, -1.2, 7, 47
CCCN1C[C@@H](C)[C@@H](OC)CN(C)C(=O)c2cc(NC(=O)c3cccc(F)c3)ccc2OC[C@@H]1C
  -4, -0.1, -3, -32
COc1ccccc1CNC(=O)C[C@H]1CC[C@H](NC(C)=O)[C@@H](CO)O1
  -1, -0.2, 2, -140
CC(C)NC(=O)N(C)C[C@@H]1OCCCC[C@H](C)Oc2ccc(NC(=O)CCC(F)(F)F)cc2C(=O)N([C@@H](C)CO)C[C@@H]1C
  -28, 0.6, 1, 47
CCC(=O)N[C@@H]1CC[C@H](CC(=O)NCc2ccc(OC)cc2)O[C@@H]1CO
  1, 2.9, 4, 3
CN1c2ccc(-c3ccccc3)cc2[C@H]2[C@H](CCN2C(=O)c2ccccc2)[C@@H]1CO
  -29, 1.4, -8, 43
COC(=O)C[C@H]1C[C@@H]2c3cc(NC(=O)Nc4ccc(C(F)(F)F)cc4)ccc3O[C@@H]2[C@H](CO)O1
  18, -4.9, 0, -10
C[C@H](CO)N1C[C@H](C)[C@@H](CN(C)C(=O)C2CC2)Oc2cc(-c3ccccc3F)ccc2S1(=O)=O
  -6, -0.4, -16, 72
O=C(CC1CC1)N1CC2(C1)[C@H](c1ccccc1)[C@@H](CO)N2Cc1ccccc1
  -3, -1.0, -3, .
O=C(c1cccnc1)N1CC[C@@H]2[C@@H](CO)Nc3ccc(C4=CCCCC4)cc3[C@@H]21
  -1, -2.2, -1, 68
C[C@@H]1CCCCO[C@@H](CN(C)CC2CCCCC2)[C@H](C)CN([C@H](C)CO)C(=O)c2cc(NC(=O)CCC(F)(F)F)ccc2O1
  -24, -4.4, 22, 78
CCCC#Cc1ccc2c(c1)O[C@H](CN(C)S(=O)(=O)c1cccc(OC)c1)[C@H](C)CN([C@@H](C)CO)S2(=O)=O
  -20, 6.5, ., .
COc1ccccc1-c1cnc2c(c1)C(=O)N([C@@H](C)CO)C[C@H](C)[C@@H](CN(C)C(=O)CN(C)C)O2
  -2, 0.3, -1, .
O=C(NCC[C@H]1CC[C@@H](NC(=O)c2ccncc2)[C@@H](CO)O1)Nc1ccc(Cl)cc1
  -30, -0.2, 15, 23
CN(C)C(=O)C[C@@H]1C[C@@H]2c3cc(NS(C)(=O)=O)ccc3O[C@@H]2[C@@H](CO)O1
  11, 1.5, 1, -19
COc1ccc2c3c(n(C)c2c1)[C@H](CO)N(C(=O)C1CCCC1)CC31CN(C)C1
  -60, 1.1, -2, .
CCCNC(=O)N(C)C[C@H]1Oc2ncc(Br)cc2C(=O)N([C@H](C)CO)C[C@@H]1C
  14, 0.2, -5, .
C[C@H]1CN([C@@H](C)CO)C(=O)c2cc(NS(=O)(=O)c3ccc(Cl)cc3)ccc2O[C@@H]1CN(C)Cc1ccncc1
  1, -1.8, -2, 72
O=C(Nc1ccc(F)cc1)N[C@@H]1CC[C@H](CCn2cc(-c3ccccc3F)nn2)O[C@H]1CO
  ., -1.3, -1, .
CCCN(C)C[C@H]1Oc2ncc(-c3cccc(C#N)c3)cc2C(=O)N([C@@H](C)CO)C[C@@H]1C
  -40, 0.4, -3, 1
COc1ccc(-c2ccc3c(c2)O[C@@H](CN(C)C(=O)c2ccccc2F)[C@H](C)CN([C@H](C)CO)S3(=O)=O)cc1
  -74, -2.5, 1, 114*
CC(C)CC#Cc1ccc([C@@H]2[C@H](CO)N3C(=O)CN(C(=O)NC4CCCC4)C[C@@H]23)cc1
  -29, 0.0, -6, .
C[C@H]1CN([C@@H](C)CO)C(=O)c2cccc(NC(=O)Nc3ccccc3)c2O[C@@H]1CN(C)C(=O)Nc1ccc(C(F)(F)F)cc1
  -8, -0.9, 9, 29
COc1ccccc1-c1cnc2c(c1)C(=O)N([C@H](C)CO)C[C@@H](C)[C@H](CN(C)Cc1cccc(F)c1)O2
  -31, 0.7, -3, -12
CC(=O)NC[C@H]1[C@H](c2ccc(-c3cccnc3)cc2)[C@H](CO)N1C(=O)C1CC1
  1, -1.7, -3, 111*
C[C@H]1CN([C@@H](C)CO)C(=O)Cc2cc(NS(=O)(=O)c3cn(C)cn3)ccc2O[C@H]1CN(C)C
  24, -0.7, 6, -33
C[C@H]1CN([C@@H](C)CO)C(=O)c2cccc(NC(=O)c3ccc(-c4nccs4)cc3)c2O[C@H]1CN(C)S(=O)(=O)c1cn(C)cn1
  -14, -1.5, 2, 25
COc1ccc2c3c([nH]c2c1)[C@H](CO)N(C(=O)C1CCCCC1)CC31CCN(Cc2nccs2)CC1
  -88*, 0.5, -3, .

Reprinted at random: 2 entries already listed.
Every second line gives: Pf Dd2 inh, KDM4C inh, C diff HTS, T cruzi growth
C[C@H](CO)N1C[C@H](C)[C@@H](CN(C)C(=O)C2CC2)Oc2cc(-c3ccccc3F)ccc2S1(=O)=O
  -6, -0.4, -16, 72
CCCNC(=O)N(C)C[C@H]1Oc2ncc(Br)cc2C(=O)N([C@H](C)CO)C[C@@H]1C
  14, 0.2, -5, .

The list continues:
Every second line gives: Pf Dd2 inh, KDM4C inh, C diff HTS, T cruzi growth
COc1ccc(S(=O)(=O)N(C)C[C@H]2OCCCC[C@@H](C)Oc3ccc(NC(=O)Nc4ccc5c(c4)OCO5)cc3C(=O)N([C@@H](C)CO)C[C@H]2C)cc1
  -85*, 10, -3, 89
COc1ccc(NC(=O)N(C)C[C@H]2OCc3cn(nn3)CCCC(=O)N([C@@H](C)CO)C[C@@H]2C)cc1
  -11&-5, 0.0, 3&-2, -256&-19
CS(=O)(=O)Nc1ccc2c(c1)[C@H]1C[C@@H](CC(=O)NC3CCCC3)O[C@H](CO)[C@H]1O2
  31, -0.3, 2, -32
C[C@H]1CCCCO[C@H](CN(C)CC2CCCCC2)[C@@H](C)CN([C@@H](C)CO)C(=O)c2cc(NS(=O)(=O)c3ccc(F)cc3)ccc2O1
  -53, -0.1, 12, 74
C[C@@H]1CN([C@@H](C)CO)C(=O)c2cc(NC(=O)Cn3cnnn3)ccc2O[C@@H]1CN(C)C(=O)NC1CCCCC1
  26, -0.1, -2, 73
C[C@H]1CN([C@@H](C)CO)C(=O)Cc2cc(NS(=O)(=O)c3ccc(Cl)cc3)ccc2O[C@@H]1CN(C)S(=O)(=O)c1cccs1
  -21, 0.3, -2, 24
Cc1ccc(S(=O)(=O)N(C)C[C@@H]2OCCCC[C@H](C)Oc3ccc(NC(=O)CCC(F)(F)F)cc3C(=O)N([C@@H](C)CO)C[C@H]2C)cc1
  -76, -0.2, ., .
O=C(O)C[C@@H]1C[C@H]2c3cc(NC(=O)Nc4ccc(F)cc4)ccc3O[C@H]2[C@@H](CO)O1
  15, -2.2, 2, -48
COCC#Cc1ccc([C@@H]2[C@H]3CN(C(=O)C4CCCCC4)CC(=O)N3[C@H]2CO)cc1
  -19, 0.8, 7, .
Cc1ccc(-c2ccc([C@@H]3[C@H](CO)N4CCCCN(S(=O)(=O)c5ccccc5C)C[C@@H]34)cc2)cc1
  -82*, -2.7, 17, -15
COCC(=O)N1CC2(CN(Cc3ccc(OC)cc3)C2)c2c([nH]c3cc(OC)ccc23)[C@@H]1CO
  -48, -1.0, 2, .
CO[C@H]1CN(C)C(=O)c2cc(NC(=O)Nc3cc(F)ccc3F)ccc2OC[C@H](C)N(C)C[C@@H]1C
  -22, 0.6, ., -39
O=C(Cc1ccncc1)Nc1ccc2c(c1)[C@@H]1C[C@H](CC(=O)NC3CCCCC3)O[C@H](CO)[C@@H]1O2
  -3, -1.7, 0, .
O=C(C1CCC1)N1CC2(C1)[C@@H](c1ccccc1)[C@@H](CO)N2C(=O)c1cccnc1
  31, -0.8, 0, .
C[C@@H]1CCCCO[C@@H](CN(C)C(=O)Nc2ccc3c(c2)OCO3)[C@@H](C)CN([C@H](C)CO)C(=O)c2cc(NC(=O)C3CCCCC3)ccc2O1
  -65, -1.1, 1, 64
O=C(c1ccccc1F)N1C[C@@H]2[C@H](c3ccccc31)[C@@H](CO)N2C(=O)c1ccc(F)cc1
  -6, -1.5, 3, -6
CCNC(=O)[C@@H]1[C@@H](CO)[C@@H]2Cn3c(ccc(/C=C/c4ccccc4)c3=O)[C@H]1N2C(=O)C1CCC1
  5, -3.4, -1, 53
COCC(=O)N[C@H]1CC[C@@H](CC(=O)NCc2ccccc2OC)O[C@@H]1CO
  9, -0.4, ., -23
COc1ccc(NC(=O)Nc2ccc3c(c2)CC(=O)N([C@@H](C)CO)C[C@H](C)[C@H](CN(C)C(=O)Nc2ccccc2)O3)cc1
  -19, -1.1, 4&-3, .
O=C(Cc1ccncc1)NCC[C@H]1CC[C@@H](NC(=O)Nc2cccc(F)c2)[C@@H](CO)O1
  -14, -1.3, ., -74
CO[C@@H]1CN(C)C(=O)c2cc(NC(=O)c3ccc(-c4ccccc4)cc3)ccc2OC[C@H](C)NC[C@@H]1C
  -76, -1.2, ., .
C[C@H](CO)N1C[C@H](C)[C@@H](CN(C)Cc2ccc(Cl)c(Cl)c2)OCCCC[C@H](C)Oc2ccc(NC(=O)Cc3ccccc3)cc2C1=O
  -74, -0.6, 8, 65
C[C@@H]1CCCCO[C@H](CN(C)C(=O)Cc2ccccc2)[C@H](C)CN([C@@H](C)CO)C(=O)c2cc(NS(=O)(=O)c3ccccc3)ccc2O1
  -31, -2.3, ., .
C[C@@H]1CN([C@@H](C)CO)C(=O)Cc2cc(NC(=O)Nc3ccc(C(F)(F)F)cc3)ccc2O[C@H]1CN(C)Cc1ccc(Cl)c(Cl)c1
  -72, -0.3, 13, 10
CCC(=O)Nc1ccc2c(c1)C(=O)N(C)C[C@H](OC)[C@H](C)CN(Cc1ccccn1)[C@@H](C)CO2
  -13, -0.4, ., 10
COCC(=O)N(C)C[C@@H]1Oc2cc(-c3cccc(F)c3)ccc2S(=O)(=O)N([C@H](C)CO)C[C@@H]1C
  1, 2.9, 4, -24
COc1ccc(NC(=O)Nc2cccc3c2O[C@H](CN(C)C(=O)Nc2ccc4c(c2)OCO4)[C@H](C)CN([C@@H](C)CO)C3=O)cc1
  -75, 1.9, ., 10
Cc1ccccc1-c1ccc([C@H]2[C@H]3CN(S(C)(=O)=O)CCCCN3[C@H]2CO)cc1
  -20, 1.0, -6, 22
O=C(CN1CCOCC1)NCC[C@H]1CC[C@H](NC(=O)Cc2ccccn2)[C@H](CO)O1
  -4, 1.7, ., 33
O=C1CN(S(=O)(=O)c2ccccc2)C[C@@H]2[C@@H](c3ccc(C#CCc4ccccc4)cc3)[C@@H](CO)N12
  -18, -0.8, 5, .

5 entries from above, ordered by their value in C diff HTS, descending:
canonical_smiles | Pf Dd2 inh | KDM4C inh | C diff HTS
C[C@H]1CN([C@@H](C)CO)C(=O)Cc2cc(NS(=O)(=O)c3cn(C)cn3)ccc2O[C@H]1CN(C)C | 24 | -0.7 | 6
COCC(=O)N(C)C[C@@H]1Oc2cc(-c3cccc(F)c3)ccc2S(=O)(=O)N([C@H](C)CO)C[C@@H]1C | 1 | 2.9 | 4
C[C@H]1CN([C@@H](C)CO)C(=O)c2cccc(NC(=O)c3ccc(-c4nccs4)cc3)c2O[C@H]1CN(C)S(=O)(=O)c1cn(C)cn1 | -14 | -1.5 | 2
C[C@H]1CN([C@@H](C)CO)C(=O)c2cc(NS(=O)(=O)c3ccc(Cl)cc3)ccc2O[C@@H]1CN(C)Cc1ccncc1 | 1 | -1.8 | -2
O=C(CC1CC1)N1CC2(C1)[C@H](c1ccccc1)[C@@H](CO)N2Cc1ccccc1 | -3 | -1.0 | -3

Further records follow.
Every second line gives: Pf Dd2 inh, KDM4C inh, C diff HTS, T cruzi growth
COc1ccc(NC(=O)N(C)C[C@@H]2Oc3ccc(NC(=O)NC(C)C)cc3CC(=O)N([C@H](C)CO)C[C@@H]2C)cc1
  10, 0.4, -2, 24
Cc1ccc(S(=O)(=O)N(C)C[C@@H]2OCCCC[C@@H](C)Oc3ccc(NC(=O)Nc4ccc(F)cc4)cc3C(=O)N([C@@H](C)CO)C[C@@H]2C)cc1
  -85*, 0.8, ., 107*
C[C@@H]1CCCCO[C@@H](CN(C)C(=O)Nc2ccc(F)cc2)[C@H](C)CN([C@H](C)CO)C(=O)c2cc(NC(=O)Nc3ccc(F)cc3)ccc2O1
  -27, -1.4, ., .
Cc1ccc(CN(C)C[C@@H]2OCc3cn(nn3)CCCC(=O)N([C@H](C)CO)C[C@@H]2C)cc1
  -16, -0.3, ., -44
O=C(C[C@@H]1C[C@@H]2c3cc(NC(=O)Cc4ccncc4)ccc3O[C@@H]2[C@@H](CO)O1)NCC1CC1
  27, 2.4, 2, 1

Screening results as filed in PubChem BioAssay.

Compounds were not picked by outcome; any-hit rate near 7.3%.
